# PLCb3 inh: inhibitors of human phospholipase C beta3 | Purified PLC-beta3, fluorogenic substrate, fluorescence | AID 720704 | Q01970 | inhibition, % at 12.2 µM | 370,000 tested, 0.18% active; in the data active means inhibition above about 11%;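 further: 0% = median of compound wells on plate and 100% = full blocker control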
# DDE Tn7 FP inh: DD(E)-Tn7 binding inhibition, primary FP screen; P02675; FP displacement of FITC-Tn7 peptide from fibrin DD(E); 0% = median of compound wells per plate; inhibition, % at 8.3 µM; 370,000 tested, 0.13% active;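 active means inhibition above the mean of compounds falling within the control limits plus 3 SD of them, cut at about 14% in these data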;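 further: 0% = plate median of compound wells and 100% = 10 µM Aha-Tn7 peptide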
#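 Test system: human clot-derived fibrin DD(E) complex / Quantity: 2 µM final DD(E) protein / Incubation: 10 min plus 3 h, room temperature / Measured by: fluorescence polarization / Benchmarks: high control of 10 µM Aha-Tn7 peptide / Replicates: singlicate testing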
# UHRF1 MBD2 ctr: UHRF1 methyl-DNA binding inhibition. inhibition, % at 4.4 µM. Q96T88. 370,000 tested, 0.75% active. UHRF1 binding to methylated oligo, TR-FRET; in the data active means inhibition above about 21%;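 further: UHRF1 SRA domain binding a hemimethylated CpG hairpin DNA probe; 0% = median of test compound wells and 100% = reference inhibitor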
# Target sequence (Q96T88 whole entry, looked up, the tested form may be a part): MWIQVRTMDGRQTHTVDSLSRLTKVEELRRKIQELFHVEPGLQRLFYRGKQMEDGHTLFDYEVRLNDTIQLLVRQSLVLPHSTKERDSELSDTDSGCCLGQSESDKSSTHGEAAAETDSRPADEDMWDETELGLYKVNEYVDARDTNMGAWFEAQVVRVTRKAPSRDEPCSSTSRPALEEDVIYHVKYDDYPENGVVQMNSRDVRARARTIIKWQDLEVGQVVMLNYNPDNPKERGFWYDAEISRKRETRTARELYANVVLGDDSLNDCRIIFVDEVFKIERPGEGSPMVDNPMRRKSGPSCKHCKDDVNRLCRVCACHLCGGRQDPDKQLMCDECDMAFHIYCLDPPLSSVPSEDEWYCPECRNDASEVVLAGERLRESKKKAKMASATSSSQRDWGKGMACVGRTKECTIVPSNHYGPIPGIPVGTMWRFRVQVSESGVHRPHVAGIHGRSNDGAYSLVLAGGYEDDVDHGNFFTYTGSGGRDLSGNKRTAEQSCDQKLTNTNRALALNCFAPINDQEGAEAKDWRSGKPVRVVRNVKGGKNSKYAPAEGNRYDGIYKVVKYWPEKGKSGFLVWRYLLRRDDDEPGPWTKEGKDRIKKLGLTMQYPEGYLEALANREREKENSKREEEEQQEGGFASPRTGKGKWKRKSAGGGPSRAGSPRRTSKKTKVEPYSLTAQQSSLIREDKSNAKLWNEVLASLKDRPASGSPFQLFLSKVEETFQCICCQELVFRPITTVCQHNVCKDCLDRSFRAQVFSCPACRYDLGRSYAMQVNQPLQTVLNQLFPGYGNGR
# Rev-erbA mod: Rev-erb alpha (human) modulation. P20393. Rev-erbα–FITC-DNA binding, fluorescence polarization, 90 min. activity, % at 10 µM. 370,000 tested, 0.79% active. AID 1259318;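 active means activity above about 14%, limit read from the data; passing the limit was not always enough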;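 further: 0% = DMSO wells with 35 nM protein and 100% = DMSO wells with 750 nM protein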
# ASAP1 GAP inh: ASAP1 ArfGAP inhibition | ASAP1-stimulated ARF1 GTP hydrolysis, GDP FP detection | inhibition, % at 16.5 µM | 360,000 tested, 0.19% active; in the data active means inhibition above about 25%;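 further: 0% = vehicle with enzyme and substrate and 100% = no enzyme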
# sPLA2-III inh: Inhibits HGIII-sPLA2 liposome hydrolysis, primary screen; Q9NZ20; AID 743126; 370,000 tested, 0.56% active; QFRET BODIPY PC-A2 liposome hydrolysis, fluorescence; inhibition, % at 12.2 µM;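 active means inhibition above mean plus 3 SD of compounds lying within the high and low control bounds, cut at about 19% in these data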;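 further: 0% = median of test compound wells and 100% = no enzyme DMSO wells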
# ARFGAP1 inhibitor: rat ARFGAP1 inhibition; Q62848; Arfgap1-stimulated ARF1 GTP hydrolysis, GDP FP detection; inhibition, % at 16.5 µM; 360,000 tested, 0.26% active; AID 651572;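 active means inhibition above a per-plate limit, mean inhibition of low control wells plus 3 SD, cut at about 25% in these data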;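 further: 0% = DMSO wells with enzyme and 100% = wells lacking Arfgap1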
#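 System: truncated rat Arfgap1 GAP domain / Benchmarks: high control wells lacking Arfgap1, low control full reaction with DMSO / Times: compound-enzyme preincubation 20 min, reaction 120 min, detection 60 min, 25 °C / Repeats: one replicate per compound / Also added: human ARF1(Δ1-17)-GTP substrate / Measured by: Tracer-displacement fluorescence polarization with EDTA stop, 620/688 nm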
# PLC-gamma1 inh: blocks human PLC-gamma1 enzyme activity. P19174. purified PLC-gamma1, fluorogenic substrate, fluorescence. inhibition, % at 12.2 µM. 370,000 tested, 0.84% active. AID 720700; in the data active means inhibition above about 9.5%
# Tn6 DDE FP: inhibitors of Tn6 peptide binding to human fibrin DD(E) | P02675 | Fibrin DD(E) TRITC-Tn6 fluorescence polarization displacement | inhibition, % at 8.3 µM | 370,000 tested, 0.21% active;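 active means inhibition above a per-campaign cutoff: mean of compounds within control limits plus 3 SD, cut at about 15% in these data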;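 further: 0% = median of all compound wells on the plate and 100% = blocking peptide control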
# proKLK7 act: activates the human kallikrein-7 zymogen; activation, % at 7 µM; purified proKLK7, EDANS-DABCYL substrate fluorescence; 100% is mature enzyme control, 0% vehicle; P49862; 370,000 tested, 0.9% active;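 active means activation above the mean of all tested compounds plus 3 SD, computed per campaign excluding outliers beyond control limits, cut at about 13% in these data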
# Target sequence (P49862 whole entry, looked up): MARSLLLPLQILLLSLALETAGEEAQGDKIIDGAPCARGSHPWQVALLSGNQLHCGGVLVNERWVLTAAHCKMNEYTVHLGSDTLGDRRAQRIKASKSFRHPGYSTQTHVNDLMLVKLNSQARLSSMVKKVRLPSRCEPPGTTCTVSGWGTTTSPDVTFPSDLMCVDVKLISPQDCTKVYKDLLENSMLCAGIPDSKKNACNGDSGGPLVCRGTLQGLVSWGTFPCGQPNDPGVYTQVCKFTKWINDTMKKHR
# * marks the source's active call; other numbers are inactive results; x = not tested or not shown; & = joins results of further samples.
SMILES,PLCb3 inh,DDE Tn7 FP inh,UHRF1 MBD2 ctr,Rev-erbA mod,ASAP1 GAP inh,sPLA2-III inh,ARFGAP1 inhibitor,PLC-gamma1 inh,Tn6 DDE FP,proKLK7 act
Cc1cccc(C(=O)Nc2ccccc2C(=O)NCc2cccnc2)c1,2.9,5.5,-0.8,0.1,19.4,-13.7,0.2,0.1,2.4,-0.1
Cc1ccc(NS(=O)(=O)c2ccc(C(C)C)cc2)cc1S(=O)(=O)N1CCOCC1,-4.5,-0.1,1.4,1.7,15.4,-25.2,9.6,-0.9,0.1,0.1
O=C(NCc1ccccc1)c1cccc(COc2ccc3c(c2)CCC3)c1,-10.9,-1.3,-0.8,5.0,2.8,-21.5,1.4,-5.3,-0.8,0.2
C[C@@H]1Cn2cnc(C(=O)N(C)Cc3ccccc3)c2C(=O)N1,1.3,0.2,-1.6,-1.1,-8.0,-2.8,1.4,-1.2,2.1,0.1
Cc1c(OCC(=O)NCCN2CCOCC2)ccc2c1oc(=O)c1ccccc12,-208.5,-13.1,0.2,-9.1,-4.5,-0.7,8.1,-114.9,-2.1,-0.4
O=C(Cn1cnc2c(cnn2-c2ccccc2)c1=O)NCCc1ccccc1,0.6,-7.9,3.4,-4.2,-0.7,-5.8,3.4,6.5,1.6,-0.5
COc1cc(-c2nnc(-c3cc(-c4ccccc4)nc4ccccc34)o2)cc(OC)c1OC,0.2,-0.7,-1.7,-0.3,14.3,1.6,-4.4,7.8,-1.6,-0.3
CCC(=O)Nc1c(C#N)c2nc3ccccc3nc2n1C1CCCCC1,-79.1,-2.6,-0.6,-5.3,-1.6,6.0,-3.4,-60.6,-3.7,-13.2
CCNC(=O)C1(C)CCCN(Cc2cc(-c3ccccc3)n(C)n2)C1 (stereo unspecified),-4.9,-0.6,1.2,7.4,3.6,11.3,8.8,-0.5,4.2,0.3
CC(C)=N/N=C1/NC(=O)C(Cc2ccccc2)S1 (stereo unspecified),-13.4,11.0,0.6,-0.4,4.6,-9.2,4.5,-6.5,4.2,0.2

# Next section; the last six above are carried over.
SMILES,PLCb3 inh,DDE Tn7 FP inh,UHRF1 MBD2 ctr,Rev-erbA mod,ASAP1 GAP inh,sPLA2-III inh,ARFGAP1 inhibitor,PLC-gamma1 inh,Tn6 DDE FP,proKLK7 act
Cc1c(OCC(=O)NCCN2CCOCC2)ccc2c1oc(=O)c1ccccc12,-208.5,-13.1,0.2,-9.1,-4.5,-0.7,8.1,-114.9,-2.1,-0.4
O=C(Cn1cnc2c(cnn2-c2ccccc2)c1=O)NCCc1ccccc1,0.6,-7.9,3.4,-4.2,-0.7,-5.8,3.4,6.5,1.6,-0.5
COc1cc(-c2nnc(-c3cc(-c4ccccc4)nc4ccccc34)o2)cc(OC)c1OC,0.2,-0.7,-1.7,-0.3,14.3,1.6,-4.4,7.8,-1.6,-0.3
CCC(=O)Nc1c(C#N)c2nc3ccccc3nc2n1C1CCCCC1,-79.1,-2.6,-0.6,-5.3,-1.6,6.0,-3.4,-60.6,-3.7,-13.2
CCNC(=O)C1(C)CCCN(Cc2cc(-c3ccccc3)n(C)n2)C1 (stereo unspecified),-4.9,-0.6,1.2,7.4,3.6,11.3,8.8,-0.5,4.2,0.3
CC(C)=N/N=C1/NC(=O)C(Cc2ccccc2)S1 (stereo unspecified),-13.4,11.0,0.6,-0.4,4.6,-9.2,4.5,-6.5,4.2,0.2
COc1ccc2nc(Sc3c([N+](=O)[O-])nc(C)n3Cc3ccccc3)[nH]c2c1,1.9,-1.7,-3.2,-3.8,-13.1,-3.8,4.3,6.7,1.6,0.4
O=C(N[C@@H](CCC/[N+]([O-])=C/c1ccccc1)C(=O)O)OCc1ccccc1,1.6,-0.8,0.6,4.7,10.0,14.2,-0.3,-1.3,6.9,-0.1
CCOC(=O)CN1C(=O)N[C@@H](CCc2ccccc2)C(C(C)=O)=C1C,-1.3,-2.4,14.5,8.4,7.8,3.7,-3.6,-0.6,-0.3,0.4
CNC1(C(N)=O)CCNCC1,-4.7,-1.4,5.0,1.2,-7.9,13.1,11.5,2.4,-7.2,-0.1
Cc1ccc(S(=O)(=O)N2CCOCC2)cc1NC(=O)COC(=O)c1ccc(Cl)s1,2.4,-8.3,-2.5,5.0,21.9,-10.5,-8.1,1.6,1.5,-0.1
COc1ccccc1NC1=C(C)C(=O)CC1,2.6,6.3,1.8,-4.7,-6.2,7.1,6.5,-1.3,-3.6,0.1
O=C(CCN1C(=O)/C(=C/c2ccccc2Cl)SC1=S)NNC(=O)c1ccccc1O,-5.5,-10.0,-0.3,-6.1,0.7,19.7*,1.8,0.8,0.4,0.2
Fc1ccc2[nH]c3c(N4CCc5ccccc5C4)ncnc3c2c1,-39.8,-4.6,3.5,-7.6,14.7,-0.4,19.4,-23.8,-8.2,-1.5
C=CCOc1nc(N(C)C)nc(N(C)C)n1,5.6,-5.5,1.8,4.0,-4.2,0.9,4.5,0.6,1.7,-0.6
CNC(=O)CSc1cnc2ccccc2n1,-1.4,-2.8,2.0,-1.4,-8.2,7.8,8.0,-0.6,-7.3,-0.8
O=C1CC2(CCCC2)C(=O)N1CN1CCN(S(=O)(=O)c2ccc(Cl)c(Cl)c2)CC1,-3.2,1.3,0.6,-1.9,-1.0,0.3,9.0,-3.4,2.6,-0.6
O=C(NC1CCCC1)C1=COCCO1,3.2,-6.1,1.2,6.8,-10.6,7.2,-1.2,4.9,-9.1,0.3
O=c1cc(-c2cccc(F)c2)[nH]c2ccccc12,-1.0,-6.1,1.3,1.2,-0.7,7.7,1.0,2.2,3.1,0.2
CCN1C(=O)/C(=C/c2ccc(OC)c(OC)c2)N=C1SCC(=O)NCc1ccco1,-10.0,5.1,0.2,2.0,-10.0,2.8,1.5,-9.3,-2.6,-0.2
Cc1ccc(NC(=O)C2CCCCC2)cc1C,4.0,-0.2,0.9,6.3,-10.0,2.0,15.9,2.2,5.2,0.1
C=CCSc1nnc(NC(=O)c2cccc(S(=O)(=O)N(C)c3ccccc3)c2)s1,-23.1,4.4,-2.4,1.0,-6.2,-12.1,-12.1,-27.1,3.8,-0.1
CC(=C/C(=O)O)/C(=C/c1ccccc1)C(=O)O,-0.1,-7.5,3.0,-5.8,-0.4,-4.6,9.5,10.4*,-10.4,0.3
COc1ccccc1NC(=O)Cn1nnc(-c2ccccc2NC(=O)c2ccco2)n1,-1.2,1.3,-1.8,15.7,28.2*,3.6,-2.0,2.8,0.4,-0.7
CC1(C)CC(=O)C=C(c2cccc(O)c2)C1,-1.5,2.7,-1.1,2.0,-4.1,1.5,3.0,-2.5,-3.1,0.6
Cn1cnnc1SCCC(=O)Nc1ccc(Cl)cc1,1.2,5.2,1.1,-0.2,-2.9,1.3,6.0,-1.8,1.6,-0.6
Cc1cc(C)c2c(=O)n3c(nc2c1)C(CC(C)C)NC(=O)c1cc2ccccc2cc1-3 (stereo unspecified),-11.1,-0.8,5.0,0.9,3.2,3.8,-9.2,-4.2,-8.2,0.7
COc1cccc(-c2nnn(CCC(=O)O)n2)c1,3.2,-5.5,-1.9,-1.4,-4.0,2.0,-5.3,1.5,2.2,0.5
CC(C)N(C(=O)Cn1cc(S(=O)(=O)CC(=O)NCCc2ccccc2)c2ccccc21)C(C)C,1.2,5.4,-2.2,-9.8,4.9,-9.9,1.1,-0.5,7.6,-0.1
CCOC(=O)C1=C(C)NC(=O)C1CC(=O)O (stereo unspecified),1.0,-0.9,-0.2,0.7,-5.0,-1.0,0.6,-1.9,3.6,0.6
COc1ccccc1N(/N=C1\Sc2ccccc2C1=O)C(C)=O,-9.9,-7.3,-8.3,-2.0,12.8,3.1,8.9,1.2,3.6,-0.2
O=C(CC(=O)NC1CCCCC1)N/N=C/c1ccccc1Cl,0.6,-4.2,0.8,-0.2,-5.0,-6.9,7.5,3.0,5.9,-0.4
Cc1cc(C)c(CN2CCN(CCCn3cnc(C(=O)Nc4ccc(C)c(C)c4)n3)CC2)c(C)c1,-1.6,-0.4,2.5,-0.4,5.4,-9.7,12.9,3.8,0.8,0.1
COC(=O)[C@]12C[C@H](CC(=O)NCc3cccs3)C(=O)N(Cc3cccc4ccccc34)C1=C[C@H](C(C)C)O[C@@H]2C1CC1,4.3,-1.6,0.6,1.4,x,-16.0,x,4.9,5.9,0.2
c1c(C2CCCCC2)n[nH]c1CN1CCCCC1,6.1,-6.2,-0.6,0.8,12.8,-0.2,10.0,4.5,-6.7,-0.7
CN(CCOc1ccc(Cl)cc1)C(=O)c1cccc(S(=O)(=O)N2CCN(c3ccccc3)CC2)c1,-7.0,4.3,-2.4,3.4,3.4,-9.3,-2.4,0.7,2.8,0.1
Cc1noc(C)c1S(=O)(=O)N1CCCC(C(=O)NCc2ccccc2Cl)C1 (stereo unspecified),-2.7,3.5,5.2,4.8,9.9,3.5,-13.4,0.6,-3.0,0.6
O=C(NCc1ccccc1)C(c1ccco1)N1CCN(c2ccccc2F)CC1 (stereo unspecified),2.8,5.2,-2.9,-5.8,1.1,-5.4,3.8,3.8,0.2,-0.2
O=C(N/N=C/c1ccccn1)c1ccco1,0.0,0.6,2.9,-0.6,10.6,8.3,0.7,2.2,-2.7,-0.6
O=C(NC1CCCCC1)C1c2ccccc2OCC(=O)N1Cc1ccc2c(c1)OCO2 (stereo unspecified),-4.8,-3.9,5.6,0.8,-0.6,7.3,-2.9,1.8,8.9,0.0
O=C1[C@@H]2Cc3c([nH]c4ccccc34)C(c3ccc(Cl)cc3)N2C(=O)CN1CCO (stereo partly specified),-9.3,7.2,-0.7,1.2,-0.6,-15.6,11.0,-3.6,-3.3,0.8
CC(=O)c1ccc2c(c1)C1C=CCC1C(c1ccc(S(=O)(=O)N3CCOCC3)cc1)N2 (stereo unspecified),-137.7,-0.6,-3.4,0.7,4.5,-0.4,12.8,-109.6,2.3,0.8
O=C(CCN1C(=O)C2C3C=CC(C3)C2C1=O)Oc1ccc2ccccc2c1 (stereo unspecified),2.8,0.3,12.9,-1.8,7.1,-4.8,-9.1,0.8,7.8,0.2
COc1ccccc1CNc1ncc(-c2ccccc2)n1C,-1.3,-2.9,-1.0,3.3,-5.1,1.3,15.7,0.2,0.5,0.0
C=CCN(c1ccc(C(=O)Nc2ccc3c(c2)n(C)c(=O)n3C)cc1)S(C)(=O)=O,-3.9,-7.1,0.9,2.0,2.6,-1.2,6.1,4.6,2.5,0.3
CS(=O)(=O)N1CCN(C(=O)Nc2ccccc2)CC1,0.3,-1.7,-2.0,-3.4,-4.1,-4.5,1.4,1.2,-9.2,-0.6
CCCCCCSc1cccc(-c2nc3ccc(Cl)cn3c2NCc2ccccc2)c1,-179.1,-0.7&-8.3,0.7&-0.2,4.1&6.3,15.5&8.1,1.6&-7.9,2.5&11.5,-132.7&-167.2,1.0&1.7,3.7&-1.6
CCC(C(=O)c1ccc(O)cc1)c1ccccc1 (stereo unspecified),-0.9,-1.5,1.6,-5.0,-6.2,-17.2,12.3,-0.4,-1.4,-0.3

# Screens deposited in PubChem BioAssay by several laboratories.
